MCL1-BIM inh: inhibitors of human MCL1 binding to BIM-BH3 peptide; inhibition, % at 10.9 µM; 320,000 compounds, 0.68% hits; AID 2057; GST-MCL1 / FITC-Bim-BH3 fluorescence polarization; Q07820;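 active = inhibition above the mean inhibition of all tested compounds plus 3 SD, set per campaign, cut at about 40% in these data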;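 note: 0% = DMSO wells and 100% = unlabeled Bim-BH3 peptide control; higher means more loss of mP so more displacement of Bim peptide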
Target sequence (Q07820 whole entry, looked up): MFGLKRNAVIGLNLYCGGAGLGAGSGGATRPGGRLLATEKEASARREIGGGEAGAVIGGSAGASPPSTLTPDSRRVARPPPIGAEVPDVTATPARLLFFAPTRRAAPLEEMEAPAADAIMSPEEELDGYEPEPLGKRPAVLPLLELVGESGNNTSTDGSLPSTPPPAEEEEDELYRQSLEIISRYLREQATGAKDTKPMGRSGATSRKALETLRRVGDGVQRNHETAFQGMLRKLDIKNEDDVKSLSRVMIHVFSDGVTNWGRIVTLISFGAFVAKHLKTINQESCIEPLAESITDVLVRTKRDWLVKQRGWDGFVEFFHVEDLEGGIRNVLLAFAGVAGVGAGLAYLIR
GRK2 inh: blocks RNA aptamer binding to human GRK2; P25098; bead flow cytometry, FAM-aptamer displacement from GRK2; inhibition of aptamer binding, % at 10 µM; 330,000 compounds, 0.59% hits; AID 488847;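 active = inhibition of aptamer binding above 40%, roughly 3 SD of noise, on plates passing a quality check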;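 note: median bead fluorescence of bound FAM aptamer so fluorescent compounds give negative values; no value below 0 was filed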
BCLXL inh: inhibitors of human Bcl-xL | Q07817 | GST-Bcl-xL / FITC-Bim BH3 peptide fluorescence polarization | inhibition, % at 10.9 µM | 320,000 compounds, 0.7% hits | AID 2129;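 active = inhibition above the mean of all tested compounds plus 3 SD, cutoff set per campaign, cut at about 30% in these data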;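 note: 0% = DMSO wells and 100% = unlabeled Bim-BH3 peptide competitor; inhibitors lower millipolarization by displacing the labeled peptide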
Target sequence (Q07817 whole entry, looked up): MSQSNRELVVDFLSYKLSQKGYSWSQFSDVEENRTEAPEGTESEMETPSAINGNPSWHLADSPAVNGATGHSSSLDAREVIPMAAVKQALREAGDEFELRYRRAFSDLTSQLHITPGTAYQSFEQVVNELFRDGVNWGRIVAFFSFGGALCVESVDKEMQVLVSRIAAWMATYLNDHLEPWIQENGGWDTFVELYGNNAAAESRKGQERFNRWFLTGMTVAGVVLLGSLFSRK
AGP1-GFP MLPCN: alters AGP1-GFP fluorescence in TOR pathway yeast screen; S. cerevisiae AGP1-GFP multiplex flow cytometry, 3 h; GFP as percent of DMSO wells; GFP response vs DMSO, % at 10 µM; 320,000 compounds, 0.02% hits; AID 2066;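 active = GFP response relative to DMSO above a set limit, near screen average plus 3 SD, cut at about 150% in these data; inconclusive = fewer than 70 cells counted for the yeast strain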;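 note: median GFP channel fluorescence of the gated AGP1 strain per well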
CIT2 TOR yeast: yeast TOR pathway CIT2-GFP modulation | S. cerevisiae CIT2-GFP strain, flow cytometry, 3 h; 100 means same as DMSO wells | GFP response vs DMSO, % at 10 µM | 320,000 compounds, 0.065% hits;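 active = GFP response relative to DMSO above a set limit, near the screen mean plus 3 SD, cut at about 150% in these data; inconclusive = Fewer than 70 cells measured for a yeast strain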;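 note: ratio of well median GFP fluorescence to mean of DMSO wells on the plate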
Yeast superoxide: yeast age-related superoxide inhibition as caloric restriction mimetic. 330,000 compounds, 0.18% hits. S. cerevisiae aged cells, superoxide DHE fluorescence; stronger effect = lower value. superoxide response (% of plate mean), % at 10 µM. AID 2690;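 active = superoxide response under a set limit, about three screen SD below normal, cut at about 65% in these data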;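 note: yeast aged for seven days with compound at 30 °C before DHE staining; 100% = average MFI of all compound-treated wells on the plate with controls excluded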
GLD-1 TGE inh: GLD-1-TGE RNA interaction inhibition (C. elegans); purified GLD-1 + fluorescein TGE RNA, fluorescence polarization; inhibition, % at 5.96 µM; 320,000 compounds, 0.44% hits; AID 2280;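 active = percent inhibition above a per-plate cutoff, the plate mean of test compounds plus 3 SD, cut at about 30% in these data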;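 note: 0% = DMSO wells with GLD-1 and probe and 100% = wells lacking GLD-1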
Target sequence (Q17339 whole entry, looked up): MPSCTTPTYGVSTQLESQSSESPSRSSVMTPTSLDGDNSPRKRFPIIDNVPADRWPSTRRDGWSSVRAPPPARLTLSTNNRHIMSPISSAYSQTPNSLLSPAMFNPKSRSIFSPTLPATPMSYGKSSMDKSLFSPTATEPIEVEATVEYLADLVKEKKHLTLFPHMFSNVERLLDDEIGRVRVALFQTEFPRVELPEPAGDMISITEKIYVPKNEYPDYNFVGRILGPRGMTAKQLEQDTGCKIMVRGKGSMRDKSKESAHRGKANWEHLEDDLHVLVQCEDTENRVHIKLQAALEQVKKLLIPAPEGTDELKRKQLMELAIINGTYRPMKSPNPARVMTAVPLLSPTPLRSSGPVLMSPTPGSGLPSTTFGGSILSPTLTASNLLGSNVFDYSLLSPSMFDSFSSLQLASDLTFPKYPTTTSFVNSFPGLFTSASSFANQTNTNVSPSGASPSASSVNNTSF
VLA-4 inh: inhibition in a human VLA-4 binding assay; inhibition, % (about 7 µM as worked out from the volumes in the protocol); 330,000 compounds, 0.2% hits; VLA-4 expressing cells, ligand binding flow cytometry; P13612; in the data active = inhibition above about 50%
MEX-5 binding: C. elegans MEX-5 TCR-2 RNA binding activity. Q9XUB2. 300,000 compounds, 0.38% hits. MEX-5/FITC-TCR2 RNA binding, fluorescence polarization; stronger effect = lower value. activity score (negative = inhibition of binding), % at 10 µM. AID 1832;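 active = inhibition past about -25% in most replicates, and total fluorescence under double the plate's negative control median, limit read from the data; inconclusive = replicates evenly split on the limit, or fluorescence at least double controls; inactive = too little inhibition in most replicates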;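 note: 0% = DMSO and -100% = 5 µM competing unlabeled TCR2 RNA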
Starred values were filed as active, the others as inactive; i = inactive; ? = inconclusive; · = no result given; [ ] = another dose, or the depositor's remark.

Every second line gives: MCL1-BIM inh	GRK2 inh	BCLXL inh	AGP1-GFP MLPCN	CIT2 TOR yeast	Yeast superoxide	GLD-1 TGE inh	VLA-4 inh	MEX-5 binding
- C=CC[C@H](CC(=O)N[C@H](CO)Cc1ccccc1)C(=O)N[C@@H](COC(=O)[C@H](CC=C)CC(=O)OC(C)(C)C)Cc1c[nH]c2ccccc12
 : ·	0	·	94	97	78	3	6	·
- CC(C(=O)Nc1ccc2c(c1)OCO2)N(c1ccc(Cl)cc1)S(C)(=O)=O (centres undefined)
 : 5	0	7	98	97	101	1	7	-2.4
- CCN(CC)N=Nc1cccc(NC(C)=O)c1
 : 13	6	8	96	103	97	-3	-4	-0.2
- N#C/C(=C\c1ccc(Cl)cc1)c1nc2ccccc2o1
 : 2	0	7	91	95	106	-5	3	-1.3
- COc1cccc(C(C(=O)NC2CCCCC2)N(C(=O)c2ccco2)c2ccc(-n3cnnn3)c(C)c2)c1 (centres undefined)
 : 8	1	4	100	89	95	4	1	0.7
- N#CC1=C(N)C(C#N)(C#N)[C@H](c2ccncc2)[C@H]2CN(C(=O)OCc3ccccc3)CC=C12
 : 8	1	16	107	97	99	9	-1	-3.5
- CC(C)OC(=O)c1ccc(OC(=O)c2cccnc2)cc1
 : 4	0	1	100	89	119	0	12	1.7
- O=C(Cc1c(F)cccc1Cl)Nc1ccccn1
 : ·	2	·	101	100	103	·	-2	-0.5
- COc1ccccc1N1CCN(C(=O)CCc2ccc(S(=O)(=O)NC(C)C)cc2)CC1
 : 17	0	5	108	·	106	4	6	-0.7
- S=c1[nH]nc(-c2ccco2)n1Cc1ccccc1
 : -29	0	-18	103	103	104	3	4	·
- O=C1NN(c2ccc(F)c(Cl)c2)C(=O)/C1=C\c1cccc(OC(=O)c2cccs2)c1
 : 13	2	15	107	102	112	1	6	2.9
- CC(C)(C)C1CCC(=NNC(=S)NCc2ccccc2)CC1 (centres undefined)
 : 1	2	3	123	106	110	2	40	-1.2
- O=c1cc(-c2ccccc2)nc(SCc2ccccc2F)[nH]1
 : -3	0	7	101	96	98	-1	-4	1.8
- COc1cc(C(C)=O)ccc1COc1ccc(C(=O)OCC(N)=O)cc1OC
 : 4	1	2	103	99	86	1	3	3.8
- CC(=O)c1cccc(NC(=S)NC(=O)Cc2ccc(Cl)cc2)c1
 : 18	4	6	96	99	100	3	2	-1.5
- CCc1c(C)nc2cc(-c3cc(OC)cc(OC)c3)nn2c1N1CCCC1
 : -1	0	-1	72	67	98	1	-2	-0.4
- CC(=O)Nc1ccc(NS(=O)(=O)c2ccc3c(c2)NC(=O)CC(=O)N3)cc1
 : 3	0	1	100	101	101	1	0	-1.8
- CCCOC(=O)c1cc(-c2ccc(C=O)o2)ccc1Cl
 : -1	0	1	85	91	106	6	10	5.5
- CCOC(=O)COc1ccc(S(=O)(=O)Nc2ccc(C)cc2)cc1
 : 3	0	-1	107	103	91	6	4	2.3
- COC1(NC(=O)c2ccccc2)C(C)=CC(=O)C=C1C
 : -7	4	-2	95	99	103	-5	0	1.5
- Nc1ccc(-c2cc3ccccc3oc2=O)cc1
 : 3	0	-1	99	108	105	-3	-8	1.6
- COc1ccc(CCNC(=O)CSc2nc3[nH]ncc3c(=O)n2-c2ccc(Br)cc2)cc1OC
 : 3	3	12	104	102	117	5	4	-0.4
- COc1ccc(S(=O)(=O)N2CC(=O)Nc3ccccc32)cc1
 : -4	2	4	99	96	102	-1	13	2.8
- Cc1cc(C)nc(SCC(=O)Nc2sc3c(c2C#N)CCC(C)C3)n1 (centres undefined)
 : 0	0	-2	91	89	99	-2	8	0.1
- Cc1ccc(S(=O)(=O)Nc2ccc(N3CCOCC3)cc2)cc1[N+](=O)[O-]
 : 2	0	4	91	82	128	1	-7	1.1
- Cc1ccc(C)c(C(=O)CN2C(=O)NC3(CCc4ccccc43)C2=O)c1 (centres undefined)
 : -1	3	6	100	92	86	3	-3	·
- COc1cc2nc(SCc3c(C)noc3C)n(CCC3=CCCCC3)c(=O)c2cc1OC
 : 6	4	3	93	86	102	6	2	-0.4
- Cc1cc(-c2ccccc2)n2nc(C)c(C#N)c2n1
 : 1	1	-2	91	92	95	-1	3	1.7
- Cc1cccc(NC(=O)C2(c3cccs3)CCOCC2)c1
 : -2	0	-5	?	?	105	2	9	-3.2
- N#Cc1ccc(-c2cccnc2)nc1SCC(=O)Nc1sc2c(c1C#N)CCC2
 : -51	0	-23	104	101	108	-28	-12	-3.9
- Cc1ccc(NC(=O)Nc2ccc3c(c2)OCO3)cc1F
 : -1	4	2	100	109	99	3	2	0.4
- O=C(c1ccc(Cl)cc1Cl)N1CCN(c2ccccn2)CC1
 : 2	1	3	99	102	97	-2	7	0.3
- CC(NCc1ccc2c(c1)OCO2)C(=O)NC1CCCc2ccccc21 (centres undefined)
 : -7	1	-2	101	104	86	-2	8	-3.4
- Cc1sc2ncnc(N3CCC(C(=O)NNC(=O)COc4ccccc4F)CC3)c2c1C
 : 1	0	0	103	98	110	1	11	-0.4
- C#Cc1ccc([C@H]2C=C(C(=O)NCc3nc4ccccc4[nH]3)O[C@@H](OCC)[C@@H]2CCCO)cc1
 : 1	4	4	82	91	110	-4	2	5.4
- CCOC(=O)CN1C(=O)c2ccccc2C1=O
 : 0	0	0	99	101	116	7	1	-2.2
- O=C(O)CN(c1ccccn1)S(=O)(=O)c1ccccc1
 : 8	1	3	87	88	101	2	3	2.2
- COc1ccccc1NC(=O)COc1ccccc1C(=O)c1cnn(-c2ccccc2)c1
 : 4	0	1	96	96	110	-5	-3	0.8
- COc1ccc(NC(=O)N2CCCCC2)cc1
 : 6	6	0	96	94	102	3	7	-0.4
- COc1cc(/C=C/C(=O)OCc2c(C)noc2C)ccc1OC(F)F
 : -4	4	5	96	93	105	2	6	0.4
- CN(c1ccccc1C(=O)Nc1ccc2ccccc2c1)S(C)(=O)=O
 : 7	0	11	99	104	96	12	9	1.0
- CCCC(OC(=O)CC1Sc2ccccc2NC1=O)C(=O)NCc1ccco1 (centres undefined)
 : 1	4	3	96	92	110	3	3	-3.7
- C/C(=C\c1ccc(N)cc1)c1nc2ccccc2[nH]1
 : 1	0	1	95	114	108	0	5	1.5
- CN(Cc1ccno1)Cc1cn(C)nc1-c1ccc(Oc2ccccc2)cc1
 : -2	0	2	93	91	83	1	4	-0.2
- CCCCCC(=O)Nc1ccc(S(=O)(=O)NC2=NCCCCC2)cc1
 : 3	1	6	95	93	105	-2	16	·
- [O-][n+]1ccccc1/C=C/c1ccccc1
 : 7	·	3	100	93	100	1	5	1.9
- CC(C)N1C(=O)C2ON(c3ccccc3)C(c3cccs3)C2C1=O (centres undefined)
 : 10	3	7	103	96	88	38*	2	0.8
- Cc1cc(Br)ccc1NC(=O)CN(C)C(=O)c1ccc(-n2cncn2)c([N+](=O)[O-])c1
 : -18	0	-15	98	101	133	-3	19	·
- COc1ccc(-c2oc3ccccc3c2C(=O)OCc2ccc([N+](=O)[O-])cc2)cc1
 : -2	2	2	116	104	100	-2	5	-2.7
- Cc1cccc(CCNC(=O)CC2C(=O)NCCN2CC2CCCCC2)n1 (centres undefined)
 : 15	0	19	99	96	95	12	12	-2.1

More structures.
Every second line gives: MCL1-BIM inh	GRK2 inh	BCLXL inh	AGP1-GFP MLPCN	CIT2 TOR yeast	Yeast superoxide	GLD-1 TGE inh	VLA-4 inh	MEX-5 binding
- CCCCCn1nc(C(=O)N(CCOC)c2c(N)n(CCCC)c(=O)[nH]c2=O)c2ccccc2c1=O
 : -3	0	2	112	94	91	7	-4	2.1
- Cc1cnc(CN(C)C(=O)C2CCC(=O)N(CCc3cccc(F)c3)C2)[nH]1 (centres undefined)
 : 0	3	2	104	123	101	-2	-7	0.6
- Cn1/c(=N/NC(=O)c2ccccc2Br)sc2ccccc21
 : -4	4	6	99	94	93	3	-3	-1.5
- CCOC(=O)c1cnn(-c2ccccc2)c1-n1cccc1C(=O)C(=O)Nc1ccc(OC)cc1
 : 0	0	5	89	89	86	-6	-2	0.7
- CC1CCCC(NC(=O)c2cccc(S(=O)(=O)N3CCN(c4ccccc4)CC3)c2)C1C (centres undefined)
 : -14	3	-8	96	88	101	-2	-7	0.0
- CC(=O)c1ccc(NC(=O)CCSCCC(=O)Nc2ccc(C(C)=O)cc2)cc1
 : -9	2	0	98	97	110	-9	2	-0.3
- CCOC(=O)C1=C(C)NC(=O)NC1c1ccc([N+](=O)[O-])o1 (centres undefined)
 : 0	0	-1	103	102	101	9	-5	-2.0
- Cc1cc2nc(/C=C/c3nc4cc(C)c(C)cc4[nH]3)[nH]c2cc1C
 : -3	0	-1	81[may fluoresce violet]	?	89	-13	-6	-4.6
- O=C(Nc1cc(S(=O)(=O)Nc2ccc(Cl)cc2)ccc1N1CCCCC1)c1ccc(F)cc1
 : 7	0	5	100	102	96	0	32	1.7
- O=C(COC(=O)c1ccc(F)cc1F)NCc1ccc2c(c1)OCO2
 : ·	0	·	107	98	103	1	-4	·
- CCOC(=O)c1c(NC(=O)CS(=O)(=O)c2cn(CC)c3ccccc23)sc2c1CCCCC2
 : 11	0	7	107	98	107	3	0	-1.8
- COC(=O)CNC(c1ccccc1)c1cc(Br)ccc1NS(=O)(=O)c1ccccc1 (centres undefined)
 : 0	0	1	91	91	96	2	5	1.4
- Cc1ccccc1CN(C)C(=O)CNC(=O)c1ccc2ccccc2c1
 : -2	0	3	95	98	107	0	17	1.2
- Cc1nc2ccccc2n1S(=O)(=O)N(C)C
 : 6	0	8	96	97	99	-6	3	0.1
- CCOC(=O)C1CCN(C(=O)CCS(=O)(=O)c2ccc3c(c2)CC(C)N3C(=O)CC)CC1 (centres undefined)
 : -7	0	5	100	99	101	3	5	-0.9
- CCn1c(C(C)NC(=O)c2ccc(C)cc2)n[nH]c1=S (centres undefined)
 : -10	2	1	101	119	104	-4	12	0.5
- CC(C)NC(=O)C(=O)Nc1cc2c3c(c1)C(C)C(=O)N3CCC2 (centres undefined)
 : 2	2	-2	100	105	82	8	-1	3.1
- CCOc1cc2nc(-c3ccc(OC)c(OC)c3)nc(N3CC(C)OC(C)C3)c2cc1OC (centres undefined)
 : -4	0	-3	105	110	109	9	-2	-0.3
- COc1cc(NS(=O)(=O)c2ccc(NC(=O)CSC3=NCCS3)cc2)nc(OC)n1
 : -5	1	2	103	102	85	2	11	0.6
- C/C(CC(=O)NCc1ccco1)=N\NC(=O)C(c1ccccc1)c1ccccc1
 : 11	1	3	104	107	94	3	-1	0.0
- COc1c(C)cc(C(=O)C2CCCN(C(=O)Cn3ccc(C)n3)C2)cc1C (centres undefined)
 : 7	0	6	98	89	82	-6	6	0.1
- CC1(C)CC(=O)C=C(NCc2ccc(C(=O)O)cc2)C1
 : 3	2	3	104	92	95	1	-19	1.4
- Cc1sc(NC(=O)c2cccnc2)nc1-c1ccccc1
 : 3	0	7	94	89	99	-2	1	0.6
- CC(Sc1nc(N)c(NC(=O)c2ccc(Br)o2)c(=O)[nH]1)C(=O)O (centres undefined)
 : -5	0	5	92	95	101	-3	i	2.8
- COc1ccc(S(=O)(=O)N2CCC(C(=O)Nc3nccs3)CC2)cc1
 : -1	6	5	105	122	100	4	-11	0.5
- Cn1c(=O)c2c(nc(Br)n2CCSc2nc3ccccc3o2)n(C)c1=O
 : -6	0	-3	100	102	110	0	-1	·
